HCV inhibitor: qHTS Assay for Inhibitors of Hepatitis C Virus (HCV). Huh7.5.1 HCVcc-Cre infection, luciferase reporter, 44 h. Potency, µM (top dose mostly 41.8 µM), for inactives: at the top dose activity change, negative = inhibition, actives largely listed as inhibitors. 340,000 compounds, 3.4% hits. AID 651820, 2012; note: potency is the fitted concentration of half-maximal effect; % is set by controls: 0 for no effect and ±100 for the full control effect
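Cells seeded at 1,000/well and cultured 4 h, then compounds added followed by HCVcc-Cre virus (~0.5 moi). After 44 h further culture, luciferase substrate was added, plates held 15 min at room temperature, and luminescence read for 15 sec.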
Shiga inhibitor: A qHTS for Small Molecule Inhibitors of Shiga Toxin | AID 2315, 2010 | 290,000 compounds, 9.2% hits | inhibition, % at 38.7 µM | Vero cells, Shiga toxin protein synthesis inhibition reporter; in the data active = inhibition mostly above about 28%, no sharp cut-off; inactive = mostly below about 43%; note: 0% is about no effect
FBPA Giardia inh: qHTS Assay for Inhibitors of Fructose-1,6-bisphosphate Aldolase from Giardia Lamblia. A8B2U2. purified Giardia FBPA. 290,000 compounds, 0.71% hits. AID 2451, 2010. Potency, µM (doses to about 59.6 µM), for the others: top-dose activity, negative = inhibition, hits mostly inhibitors; note: potency is the fitted concentration of half-maximal effect; % is set by controls: 0 for no effect and ±100 for the full control effect; nearly all actives have a fitted effect of over 55% in size
Target sequence (A8B2U2 whole entry, looked up): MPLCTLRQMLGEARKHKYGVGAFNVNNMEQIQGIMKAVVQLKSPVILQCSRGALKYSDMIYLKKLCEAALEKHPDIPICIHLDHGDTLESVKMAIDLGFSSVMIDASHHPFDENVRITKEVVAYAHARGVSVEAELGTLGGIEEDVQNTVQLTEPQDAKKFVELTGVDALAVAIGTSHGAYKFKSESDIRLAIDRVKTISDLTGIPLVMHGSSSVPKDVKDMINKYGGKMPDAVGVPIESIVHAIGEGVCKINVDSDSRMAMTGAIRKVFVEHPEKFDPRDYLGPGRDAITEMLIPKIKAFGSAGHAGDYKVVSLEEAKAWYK
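40 nM FBPA preincubated 10 min at RT with compound (up to 57.5 uM final), then substrate plus GAPDH/TPI/NAD/arsenate coupling and diaphorase/resazurin added. Fluorescence read after 20 min at RT, 525/598 nm.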
Cycloheximide cs: Cycloheximide Counterscreen for Small Molecule Inhibitors of Shiga Toxin; cell reporter, cycloheximide protein synthesis inhibition counterscreen; max response, %; 300,000 compounds, 12% hits; in the data active = max response mostly above about 13%, no sharp cut-off; inactive = mostly below about 14%; note: read at 38.3 µM for the half of the compounds with a filed dose; 0% is about no effect
Pf growth 96h: Primary qHTS for delayed death inhibitors of the malarial parasite plastid, 96 hour incubation; Potency, µM (titrated, usually from 28.7 µM), for the others: at the highest dose activity change, negative = inhibition, usual class: inhibitors; P. falciparum luciferase reporter growth, 96 h; 320,000 compounds, 6.9% hits; note: potency is the fitted concentration of half-maximal effect; % is set by controls: 0 for no effect and ±100 for the full control effect
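Luminescence readout: decreased luciferase signal marks inhibited growth of reporter-expressing P. falciparum in infected red cells (2% hematocrit, 0.05% parasitemia final), exposed to compound two generations (96 h, 37 C, 5% CO2).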
Pf growth 48h: Primary qHTS for delayed death inhibitors of the malarial parasite plastid, 48 hour incubation | P. falciparum luciferase growth in erythrocytes, 48 h | Potency, µM (top dose mostly 28.7 µM), inactives show at the top dose activity change, negative = inhibition, hits mostly inhibitors | 310,000 compounds, 5.9% hits; note: potency is the fitted concentration of half-maximal effect; % is set by controls: 0 for no effect and ±100 for the full control effect
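Cell-based growth assay: transgenic P. falciparum expressing firefly luciferase, cultured in red cells within RPMI 1640 containing 0.5% w/v Albumax, 24 mM bicarbonate and gentamycin. A drop in luciferase activity indicates inhibition.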
* marks the source's active call; other numbers are inactive results; i = inactive; ? = inconclusive; nt = not tested or not shown; & = joins results of further samples; [ ] = another dose, or the depositor's remark. Unless noted, calls come from the whole dose curve; as a rule, active = well fitted curve in the direction sought with a large enough effect; inconclusive = small, poorly fitted or top-dose-only effect, or another doubt; inactive = no such curve, though single readings can be large; an effect the other way counts as inactive or inconclusive.

Values in the order – Shiga inhibitor | Pf growth 96h | Pf growth 48h | FBPA Giardia inh | HCV inhibitor | Cycloheximide cs
- COc1ccc2ccc(O)c(CN(C)CC(=O)Nc3ccccc3C(F)(F)F)c2c1
  16.5 | ? | 11.7µM* | -11.0% | 2.4% | -4.1
- COCCN(C(=O)COC(=O)c1ccc(C)s1)c1c(N)n(Cc2ccccc2)c(=O)[nH]c1=O
  nt | 15.7% | -0.8% | nt | 3.1% | nt
- Cc1c(C(=O)N2CCC(N3CCSCC3)CC2)oc2c(F)cccc12
  33.1 | ? | -4.8% | nt | 1.3% | 23.0*
- CC1CCCN(C(=O)c2ccc3c(c2)OCCO3)C1 (stereo unspecified)
  nt | ? | ? | nt | 19.7% | nt
- O=C(Nc1ccccc1F)C1CCN(C(=O)NC2CCCCC2)CC1
  9.8 | 4.2% | 0.1% | 11.1% | 6.2% | 4.9
- O=C(NCCN1CCOCC1)c1c(O)nc2ccccn2c1=O
  1.1 | 15.0% | 18.9% | 13.5% | 21.5% | -2.7
- COC(=O)[C@@H](N)CS
  1.0 | -25.8%&-27.4% | 10.0%&-17.2% | 15.8µM* | -1.9% | -2.0
- O=C(CSc1ccsc1[N+](=O)[O-])N1CCCCCC1
  88.2 | -4.2% | 3.6% | -3.2% | -0.3% | 17.6
- CN(CC(=O)Nc1cccc(F)c1)C(=O)CCC1CCCCC1
  nt | ? | ? | nt | 4.8% | nt
- O=C(Nc1ccccc1)N1CCCN(Cc2ccccc2F)C1
  -12.1 | nt | 31.5%[activator] | -0.5% | ? | -4.2
- COC(=O)C1=C(c2ccc(OC)c(OC)c2)C[C@@H]2CC[C@H]1N2C(=O)N1CCCC1
  nt | 11.8% | -22.3% | nt | 28.6% | nt
- Cc1ccc(NC(=O)c2ccccc2OCC(=O)Nc2cccc(Cl)c2C)nc1
  -4.5 | 29.9% | 11.4% | 0.0% | nt | -1.9
- CCOC(=O)N1CCN(Cc2nc3c(c(=O)n(C)c(=O)n3C)n2Cc2ccccc2)CC1
  -11.6 | 13.1µM* | ? | 0.6% | ? | -1.0
- OC(COC(c1ccc(F)cc1)c1ccc(F)cc1)CN1CCCC1 (stereo unspecified)
  9.5 | ? | ? | ? | ? | 5.9
- CC(C)Cc1ccc(S(=O)(=O)N2CCN(c3ccccn3)CC2)cc1
  -4.9 | 15.3% | 4.6% | 0.3% | 3.9% | -3.2
- Cc1cccc(N(CC(=O)NCCc2ccccc2)C(=O)CCC(=O)Nc2ccccn2)c1C
  -14.0 | -10.5% | -10.5% | 2.9% | -8.2% | -3.6
- CN(c1ccccc1)c1ccc(/C=C(\C#N)c2nnc3n2CCCCC3)cc1[N+](=O)[O-]
  12.8 | ? | ? | -14.4% | ? | 7.9
- CCn1nc(C)c(CNC(=O)c2cc(COc3ccccc3SC)on2)c1C
  56.9 | 17.9% | ? | nt | 12.6µM* | 24.9*
- CN(CC1CCN(CCc2cccc(C(F)(F)F)c2)CC1)C(=O)c1ccccc1
  -6.5 | ? | 4.7% | 6.0% | -19.8% | -3.3
- Cc1ccc(O)c(-c2cc(C(=O)NCc3ccc4c(c3)OCO4)[nH]n2)c1
  6.0 | 0.1% | -1.8% | 1.0% | -5.9% | -0.2
- Cn1c2ccccc2c2cnn(CC(=O)Nc3cccc(F)c3)c(=O)c21
  -3.5 | 4.0% | -8.8% | 6.1% | -18.1% | 1.9
- Cc1ccc(CNC(=O)c2ccc(S(=O)(=O)N(C)C)cc2)n1C
  -6.1 | 4.3% | -2.5% | -3.9% | 8.9% | -4.7
- Cc1cccc(C)c1OC(=O)CN1C(=O)c2ccccc2C1=O
  14.8 | 0.0% | 139.5%[activator] | -6.3% | 4.0% | -4.5
- COC(=O)C1=C(C)NC(=O)/C1=C\c1cc(C)n(-c2cc(C)cc(C)c2)c1C
  -6.0 | i | nt | -27.0% | ? | -1.3
- COCCCN1CN=C(Nc2nc3ccccc3o2)NC1
  60.6* | -4.9% | 206.5%[activator] | -1.4% | 17.4% | 40.0*
- CCOC(=O)Cn1nnnc1C
  -4.8 | ? | 9.8% | -1.5% | 4.6% | 4.4
- CC1(C)CC(=O)C(C=NCCN2CCN(CCc3ccccc3)CC2)=C(O)C1
  -2.2 | ? | ? | 2.5% | 11.2µM* | -1.2
- Cc1cc(C)c(S(=O)(=O)NCCCn2ccnc2)c(C)c1
  -10.1 | 23.3% | 10.6% | 0.5% | 5.0% | -2.8
- Cc1cc(N(C)Cc2ccccc2)nc2cc(O)ccc12
  44.0* | 3.1% | 1.65µM* | -0.4% | -25.3% | 19.9*
- COC(=O)c1ccc(OC)c(Cn2c(=O)n(C)c(=O)c3ccccc32)c1
  nt | -3.9% | -27.3% | -1.5% | -18.0% | 0.6
- COc1ccc(/C(C)=N/NC2=NCCN2)cc1Cl
  2.7 | 3.7µM* | 4.65µM* | 0.9% | -20.4% | -3.3
- COc1ccc(C(=O)NC(C)CCc2ccccc2)c(OC)c1 (stereo unspecified)
  22.2 | -22.5% | -23.8%[0.00184 µM] | -2.8% | ? | 25.4*
- Cc1nnc(SCC(=O)Nc2ccc(S(=O)(=O)Nc3ccc(Cl)nn3)cc2)s1
  -5.8 | -22.5% | 19.4% | nt | 23.3% | -1.1
- COc1cc(/C=C2\SC(=Nc3ccc(Cl)c(C(=O)O)c3)NC2=O)c(Br)c(Br)c1O
  9.1 | ? | 21.3% | -11.0% | 2.0% | -1.3
- Cc1ccc(C2=NN(CCC(=O)NC3CCCC3)C(=O)CC2)cc1
  -1.7 | ? | 1.5% | 3.5% | 9.4% | 13.1
- CCN(CC(=O)Nc1cccc(C#N)c1)CC(=O)Nc1cccc(OC)c1
  -4.3 | ? | -14.1% | -2.8% | ? | -1.6
- CC(=O)c1ccc(NC(=O)C(C)Sc2ccccn2)cc1 (stereo unspecified)
  77.5* | ? | 68.6%[activator] | -1.0% | -2.5% | 34.4*
- O=C(CSc1nnc(Nc2ccccc2F)s1)NC1CCCC1
  nt | ? | -16.3% | nt | -8.0% | nt
- O=C(Nc1ccc2c(c1)oc1ccccc12)c1ccc(Br)o1
  55.8 | -26.5% | nt | -4.3% | 17.8µM* | 27.8
- CC(Sc1nnc(C2CC2)n1C)C(=O)Nc1ccc(N2CCOCC2)cc1 (stereo unspecified)
  nt | 28.9% | 2.6% | nt | 8.7% | nt
- COC(=O)c1ccc(/C=C/c2c(-c3ccc(OC)cc3)oc3ccc(N4CCOCC4)cc23)cc1
  16.8 | 3.7µM* | ? | -4.7% | -21.7% | 10.3
- Cn1cc(C(=O)c2ccccc2)c2ccccc21
  -5.7 | ? | nt | -2.6% | ? | -5.3
- COc1cccc(NC(=O)CSc2nc3c([nH]c4ccccc43)c(=O)n2C)c1
  -13.5 | ? | -17.2% | 5.5% | ? | -5.7
- Cc1ccc(-n2nc(C)c3c2OC(N)=C(C#N)C3c2ccco2)cc1 (stereo unspecified)
  74.7* | 46.9%[activator] | -20.7% | -16.7% | 3.5% | 21.7*
- O=C(Cc1ccccc1[N+](=O)[O-])OCc1cccc([N+](=O)[O-])c1
  91.7* | 8.6% | -2.2% | nt | nt | 31.5*
- COCCCNC(=S)NNC(=O)c1cc(-c2ccncc2)nc2ccccc12
  -10.4 | -5.8% | 19.7% | 11.9% | 18.6% | 2.8
- CCOc1ccc(CCNC(=O)c2oc3c(c2C)-c2[nH]ncc2CC3)cc1OCC
  -13.7 | 42.2%[activator] | -1.1% | -29.1% | ? | -3.1
- O=C(COC(=O)CN1C(=O)C2CCCCC2C1=O)Nc1ccc(S(=O)(=O)N2CCOCC2)cc1 (stereo unspecified)
  -7.4 | 31.6%[activator] | 17.3% | 4.4% | 15.2% | 0.8
- COc1cc(O)c2c(c1)COC2=O
  -10.0 | 2.8% | 0.2% | 4.1% | 6.1% | -3.0
- O=C(Nc1ccc(N2CCOCC2)cc1N1CCOCC1)c1cccs1
  -3.2 | 31.5%[activator] | nt | -7.4% | -8.7% | 7.2
- Cc1nc2cc(F)ccc2n1C1CCN(S(=O)(=O)c2ccccc2)CC1
  -12.4 | i | ? | -1.0% | -2.3% | -4.5
- Cn1c(CCn2ccccc2=O)nc2cc(NC(=O)COc3ccccc3)ccc21
  17.6 | 10.4µM* | -1.0% | nt | 9.6% | 29.4*
- CCOC(=O)N1CCN(C(=O)CN(C)S(=O)(=O)c2ccc3c(c2)c(=O)n(C)c(=O)n3C)CC1
  19.8 | ? | -26.4% | 5.2% | 10.4% | -0.1
- COc1ccc(N2CCN(C(CNC(C)=O)c3ccc4c(c3)OCO4)CC2)cc1 (stereo unspecified)
  -1.9 | 66.1% | 16.2% | -0.3% | 14.0% | -4.4
- O=C(Cc1cccc2ccccc12)NNC(=O)Nc1ccc(Cl)cc1
  62.1 | 0.7% | ? | 2.2% | ? | 28.4*
- COCCCn1c(=S)[nH]c2sc3c(c2c1=O)CCCS3
  90.8* | 104.2%[activator] | 104.6%[activator] | -5.6% | 18.6% | 39.9*
- CCOc1ccc2nc(CN3CCN(Cc4ccccc4OCC)C(CCO)C3)ccc2c1 (stereo unspecified)
  -2.0 | ? | ? | -26.7% | -21.5% | -1.2
- CCCC(=O)NC(=S)Nc1ccc(N2CCOCC2)c(Cl)c1
  43.6* | 11.7µM* | ? | -3.2% | -3.4% | 19.0*
- CN1CCCN(C(c2ccccc2)c2ccc(Cl)cc2)CC1 (stereo unspecified)
  -17.2 | 6.75µM* | 13.5µM* | 6.7% | 1.26µM* | -2.7
- Cc1ccc(NC(=O)CCC(=O)N2CCC(C)CC2)c([N+](=O)[O-])c1
  -2.3 | -5.1% | 9.1% | nt | 10.4% | 2.9
- COC(=O)CCCCC(=O)OC
  nt | 60.7%[activator] | 37.8%[activator] | nt | -9.5% | nt
- CC1(C)Cc2c(sc3c2c(=N)n(Cc2ccco2)c(=O)n3Cc2ccc(F)cc2)CO1
  -7.4 | ? | ? | 5.8% | ? | 1.2

Another view of part of the listing above:
SMILES	Shiga inhibitor	Pf growth 96h	Pf growth 48h	FBPA Giardia inh	HCV inhibitor	Cycloheximide cs
COc1ccc2ccc(O)c(CN(C)CC(=O)Nc3ccccc3C(F)(F)F)c2c1	16.5	?	11.7µM*	-11.0%	2.4%	-4.1
COCCN(C(=O)COC(=O)c1ccc(C)s1)c1c(N)n(Cc2ccccc2)c(=O)[nH]c1=O	nt	15.7%	-0.8%	nt	3.1%	nt
Cc1c(C(=O)N2CCC(N3CCSCC3)CC2)oc2c(F)cccc12	33.1	?	-4.8%	nt	1.3%	23.0*
CC1CCCN(C(=O)c2ccc3c(c2)OCCO3)C1 (stereo unspecified)	nt	?	?	nt	19.7%	nt
O=C(Nc1ccccc1F)C1CCN(C(=O)NC2CCCCC2)CC1	9.8	4.2%	0.1%	11.1%	6.2%	4.9
O=C(NCCN1CCOCC1)c1c(O)nc2ccccn2c1=O	1.1	15.0%	18.9%	13.5%	21.5%	-2.7
COC(=O)[C@@H](N)CS	1.0	-25.8%&-27.4%	10.0%&-17.2%	15.8µM*	-1.9%	-2.0
O=C(CSc1ccsc1[N+](=O)[O-])N1CCCCCC1	88.2	-4.2%	3.6%	-3.2%	-0.3%	17.6
CN(CC(=O)Nc1cccc(F)c1)C(=O)CCC1CCCCC1	nt	?	?	nt	4.8%	nt
